Screens deposited in PubChem by several laboratories.
CSN deneddyl inh: CSN deneddylation inhibition | Q92905 | Purified CSN, SCF-Nedd8-OG deneddylation, fluorescence polarization | AID 651999 | 360,000 compounds, 0.38% hits | inhibition, % at 12.5 µM;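 active = pattern-corrected inhibition above about 35%, with an unprinted fluorescence ratio check between 0.5 and 1.5, limit read from the data, passing the limit was not always enough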;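 also: 0% = enzyme with substrate and 100% = substrate without enzyme; some results filed as inactive read as strong as hits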
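Detection – fluorescence polarization · System – HEK293T-derived human Csn5 enzyme · Controls – substrate-only high control, full reaction low control · Timing – 90 min, room temperature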
Scp-1 inhibitor: inhibitors of human Scp-1 phosphatase; Q9GZU7; Recombinant Scp1, phosphopeptide, malachite green phosphate absorbance; inhibition, % at 20 µM; 340,000 compounds, 0.88% hits; AID 493091;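 active = inhibition above about 50% at 20 µM, limit read from the data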;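 also: plate controls were DMSO wells with enzyme for no effect and wells lacking enzyme for full effect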
Target sequence (Q9GZU7 76-261 limits assumed): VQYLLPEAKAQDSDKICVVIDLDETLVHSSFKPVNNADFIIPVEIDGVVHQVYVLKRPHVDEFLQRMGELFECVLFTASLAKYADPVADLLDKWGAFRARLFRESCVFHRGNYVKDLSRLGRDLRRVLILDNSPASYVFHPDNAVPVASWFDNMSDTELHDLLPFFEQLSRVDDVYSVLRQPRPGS
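System: SCP-1 catalytic domain; Reagent: Phospho 17-mer peptide substrate; Doses: one concentration, 20 µM, with 1.0% DMSO; Incubation: 45 min room-temperature reaction, 5 min colour, 30 min stabiliser; Signal: Phosphate-binding colour reagent, absorbance read at 630 nm.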
Rpn11 block: blocks the human proteasome subunit Rpn11. O00487. human 26S proteasome, Ub4-pepOG fluorescence polarization; 20S core pre-blocked with epoxomicin. calls only at 20 µM. 360,000 compounds, 0.59% hits. AID 588493;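 active = inhibition at 20 µM, scaled to each plate's controls, above about 33%, limit read from the data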
LMPTP block: blocks human LMPTP phosphatase. P24666. recombinant LMPTP-A, OMFP fluorogenic substrate, fluorescence intensity. inhibition, % at 20 µM. 360,000 compounds, 0.22% hits;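 active = compounds that cut the enzyme signal by at least half of the control window in the single-dose screen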;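 also: plate controls were DMSO wells with enzyme plus substrate for no effect and substrate without enzyme for full effect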
Target sequence (P24666 whole entry, looked up): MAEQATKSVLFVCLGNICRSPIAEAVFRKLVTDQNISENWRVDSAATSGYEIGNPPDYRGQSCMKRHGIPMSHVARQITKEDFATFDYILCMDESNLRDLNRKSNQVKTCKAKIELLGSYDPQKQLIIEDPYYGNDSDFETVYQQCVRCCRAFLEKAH
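Assay system: LMPTP-A, protein tyrosine phosphatase of low molecular weight / Medium: pH 6.0 Bis-Tris buffer with DTT and Triton X-100 / Schedule: 50 min enzyme reaction at room temperature, protected from light / Measured by: endpoint fluorescence intensity from OMFP dephosphorylation / Read-out basis: % inhibition relative to no-enzyme and uninhibited control wells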
Neddyl block: cullin neddylation inhibition | TR-FRET cullin neddylation, biochemical | P61081+Q13564 | 360,000 compounds, 0.58% hits | calls only at 25 µM; in the data active = inhibition above about 36%
SUMO1 PPI mod: SUMO1-SIM interaction modulation | inhibition, % at 20 µM | SUMO1 binding to a labelled peptide, TR-FRET, 1 h | 360,000 compounds, 0.33% hits; in the data active = inhibition above about 37%
Target sequence (P63165 whole entry, looked up): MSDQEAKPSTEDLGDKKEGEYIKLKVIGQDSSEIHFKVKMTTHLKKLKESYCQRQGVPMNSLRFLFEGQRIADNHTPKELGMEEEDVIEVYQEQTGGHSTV
Rin1-Abl PPI inh: blocks binding of human Rin1 to Abl; P00519+Q13671; TR-FRET Rin1/Abl binding, biochemical; inhibition, % at 7.35 µM; 360,000 compounds, 0.4% hits; AID 588664; in the data active = inhibition above about 5%, passing the limit was not always enough
NadD block: inhibitors of Staphylococcus aureus NadD. purified NadD enzyme, colorimetric absorbance read-out. inhibition, % at 20 µM. 360,000 compounds, 0.78% hits. AID 602399; in the data active = inhibition above about 26%; also: some compounds past the cut are filed as inactive
STEP block: inhibitors of human striatal-enriched phosphatase STEP; P54829; AID 588621; recombinant STEP, OMFP fluorogenic substrate, fluorescence; 360,000 compounds, 0.25% hits; inhibition, % at 20 µM;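 active = inhibition at 20 µM, scaled per plate between control wells, above about 37%, limit read from the data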;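 also: 0% = DMSO with enzyme and substrate and 100% = substrate only without enzyme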
Target sequence (P54829 whole entry, looked up): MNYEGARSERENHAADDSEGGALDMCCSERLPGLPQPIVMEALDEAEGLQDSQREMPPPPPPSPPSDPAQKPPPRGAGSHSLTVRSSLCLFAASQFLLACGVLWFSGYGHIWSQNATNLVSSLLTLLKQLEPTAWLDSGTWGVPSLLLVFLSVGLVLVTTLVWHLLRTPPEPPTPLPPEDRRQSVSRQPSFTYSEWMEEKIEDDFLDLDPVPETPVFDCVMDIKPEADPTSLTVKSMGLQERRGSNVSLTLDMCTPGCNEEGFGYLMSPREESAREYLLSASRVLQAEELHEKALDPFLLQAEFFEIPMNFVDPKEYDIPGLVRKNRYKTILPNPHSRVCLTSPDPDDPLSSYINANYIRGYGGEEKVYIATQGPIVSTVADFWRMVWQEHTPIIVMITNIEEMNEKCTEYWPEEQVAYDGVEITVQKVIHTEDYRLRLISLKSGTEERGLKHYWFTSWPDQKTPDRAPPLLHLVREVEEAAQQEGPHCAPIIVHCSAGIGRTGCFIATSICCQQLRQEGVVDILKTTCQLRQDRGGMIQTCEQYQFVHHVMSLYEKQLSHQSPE
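Material: STEP (striatal-enriched tyrosine phosphatase) enzyme, cell-free; Compound dosing: 20 µM single dose in 1% DMSO; Technique: fluorescence read at 480 nm ex / 540 nm em; Times: reaction 20 min, ambient temperature; Medium: 50 mM Bis-Tris pH 6.0 with 2.5 mM DTT and 0.005% Tween 20; Also added: OMFP at 25 µM.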
DNMT1 block: blocks human DNA methyltransferase DNMT1; P26358; DNMT1 molecular beacon, Hinp1I cleavage, fluorescence; inhibition (reported as % activation of signal), % at 10 µM; 360,000 compounds, 0.83% hits; in the data active = inhibition above about 50%
* marks the source's active call; other numbers are inactive results; i = inactive; / = no result given; + = active, no number.

SMILES	CSN deneddyl inh	Scp-1 inhibitor	Rpn11 block	LMPTP block	Neddyl block	SUMO1 PPI mod	Rin1-Abl PPI inh	NadD block	STEP block	DNMT1 block
CC(C)n1nc(C(=O)NC2CCCCCC2)c2ccccc2c1=O	-5	-3	i	-0.3	i	-2	-1	-6	1	6
N#C/C(=C/c1ccc(-c2ccc([N+](=O)[O-])cc2)o1)c1nnc(N2CCOCC2)n1-c1ccccc1	16	32	i	2.9	i	-34	3	-3	1	-10
O=C(O)c1ccccc1/C=N/NC(=S)NC1CCCCC1	4	-1	i	-1.5	i	-4	-4	0	2	0
CCCCC(=O)Nc1ccc2c3c(cccc13)CC2	-9	-2	i	-0.7	i	-4	1	-4	-3	-2
CCOc1cc(CNCc2ccccn2)cc(Cl)c1OCC	-4	-2	i	-0.9	i	3	0	-1	-2	-1
CC(=O)Nc1ccc(NC(=O)C2Cc3c(-c4cccc(C(C)=O)c4)ccnc3O2)cc1 (configuration not stated)	5	/	i	-1.1	i	-1	-3	3	-1	2
CCOC(=O)CSc1ccc(S(=O)(=O)N(C)C2CCCCC2)cc1[N+](=O)[O-]	4	-11	i	1.3	i	-19	2	-2	0	2
CCOCC(=O)Nc1ccccc1C(=O)N1CCOCC1	3	-8	i	-2.2	i	-1	4	-5	-3	1
CCn1cc(Cl)c(C(=O)Nc2ccc(OC)c(OC)c2)n1	5	-1	i	-0.8	i	-2	-2	-4	5	-4
COc1ccc(Cc2nnc(NC(=O)c3cccs3)s2)cc1	2	0	i	0.2	i	2	0	-5	2	2
CC(C)NC(=O)COC(=O)c1ccc(Cl)c(S(N)(=O)=O)c1	0	4	i	-1.4	i	0	4	-1	2	4
CCCS(=O)(=O)c1nc(S(=O)(=O)c2ccc(C)cc2)c(NCCCn2ccnc2)s1	1	-4	i	-1.5	i	-6	0	1	0	0
Cn1c(=O)c(C(=O)c2ccccc2)c(O)c2ccccc21	1	-11	i	-0.3	i	3	2	-1	1	31
O=CNC1(c2ccccc2)CCCCC1	-1	4	i	1.0	i	7	1	-1	-2	-4
CCOC(=O)C1=C(COC(=O)CCc2ccc(F)cc2)NC(=O)NC1C (configuration not stated)	0	-5	i	-0.3	i	2	0	1	-3	4
COc1ccc(N2C(=O)CC(Sc3nc(C)cc(C)c3C#N)C2=O)cc1 (configuration not stated)	0	5	i	-0.5	i	-5	1	2	-1	1
CCOc1ccc(-c2cc(CCCC(=O)Nc3cc(OC)ccc3OC)no2)cc1	1	-3	i	1.5	i	0	3	-2	5	-10
CCNC(=O)N(C)[C@H]1C[C@H]2c3[nH]c4ccccc4c3CCN2C[C@H]1[C@H](C)O	2	/	i	0.0	i	-6	3	0	4	-5
COc1cccc(NC(=O)CN(C)C(=O)/C=C/c2cc(OC)ccc2OC)c1	-4	-10	i	-0.5	/	-5	-5	-7	-4	0
CC(C)Oc1cc(F)ccc1-c1cc(C(=O)NCCc2ccncc2)[nH]n1	-3	/	i	-0.5	i	10	4	2	-3	-2
CN(C)Cc1c(C(C)(C)O)[nH]c2ccc(C(F)(F)F)cc12	1	-4	i	0.0	i	4	1	-4	0	0
Cc1c(NC(=O)c2ccc(Br)s2)c(=O)n(-c2ccccc2)n1C	1	4	i	1.3	i	-1	3	-4	-2	-1
CC1C(=O)N(Cc2cn(Cc3ccco3)nn2)CCS(=O)(=O)N1Cc1ccc(-c2ccc(Cl)cc2)cc1 (configuration not stated)	0	/	i	3.4	i	-1	-4	-1	-2	-10
Cc1cc(NC(=O)COC(=O)C2COc3ccccc3O2)no1 (configuration not stated)	-2	0	i	-0.1	i	-3	-3	-2	-1	5
Cc1c(-c2nc(-c3ccc(C(C)(C)C)cc3)no2)n(C)oc1=O	-2	-4	i	3.4	i	-6	-2	3	2	4
Cc1ccc(-c2nnc(OCC3CCCO3)c3ccccc23)cc1 (configuration not stated)	5	-5	i	0.1	i	0	0	0	-2	2
O=S(=O)(Cc1ccccc1)N1CCN(c2ccccc2)CC1	0	-2	i	2.0	i	2	0	-2	-12	7
COc1ccccc1OCCCC(=O)NCc1ccco1	1	4	i	-0.7	i	-2	-2	-4	4	3
Cc1ccc(C)c(N2CN(Cc3ccco3)CNC2=S)c1	3	1	i	-0.4	i	2	-2	5	-3	6
Cc1ccc(C(=O)OCC(=O)N(C)c2ccccc2)c(C)c1	0	-6	i	-0.2	i	6	4	-6	-2	2
CCOC(=O)C1(CCOc2ccccc2)CCN(Cc2cccc3nonc23)CC1	3	0	i	0.4	i	-14	3	-1	-2	2
COc1ccc(SCc2noc(C(=O)NCC3CCCO3)c2C(=O)O)cc1 (configuration not stated)	-1	-8	i	-0.7	i	5	2	-3	0	9
CCOc1ccc(/C=C2\SC(=S)N(NS(=O)(=O)c3ccccc3)C2=O)cc1OC	-1	-9	i	0.0	i	-11	-2	6	2	2
COc1ccc(NC(=O)N2CCCC2C(=O)Nc2ccccc2)cc1 (configuration not stated)	-5	-3	i	-0.3	i	3	2	-3	-14	2
CCn1cc(SCC(=O)N2CCc3ccccc32)c2ccccc21	-9	6	i	3.1	i	-2	1	4	2	2
CCCCn1c2nc3ccccc3nc2c2c(=O)n(C(C)CC)cnc21 (configuration not stated)	4	0	i	0.5	/	-17	-1	3	3	2
C/C(=N\Nc1ccccc1[N+](=O)[O-])c1ccc(N2CCOCC2)cc1	-2	-1	i	-0.4	i	-10	3	1	5	-3
CN(C)S(=O)(=O)c1cccc(NC(=O)CSc2cccc3cccnc23)c1	-3	-6	i	-0.3	/	-1	-3	5	-2	-12
CCN(CC(=O)Nc1cc(Cl)ccc1C)C(=O)C1CC1	0	-6	i	-1.9	i	0	4	0	1	4
COc1ccccc1-c1cc(C(=O)N/N=C/c2cccs2)c2ccccc2n1	-2	0	i	1.7	i	-12	-2	14	1	-5
N#Cc1cc(C(=O)c2cc(Br)ccc2O)cn(C2CCCCC2)c1=O	9	2	i	-0.4	i	1	-2	4	1	-2
O=C(Cn1cnc2ccccc2c1=O)NCc1ccco1	3	3	i	-0.7	i	-4	1	1	2	2
CC(C)Cc1nc(SCc2cccnc2)c2c(=O)n(C)c(=O)n(C)c2n1	-4	6	i	4.5	i	8	-2	3	3	4
CCN(CC)S(=O)(=O)c1ccc(N2CCOCC2)c(NC(=O)CC(C)(C)C)c1	-1	-8	i	-0.8	i	0	-1	-1	-1	4
CNC(=S)N(CCCO)Cc1cc2cc3c(cc2[nH]c1=O)OCO3	3	8	i	-1.3	i	22	1	-3	2	3
Cc1ccc(CC2S/C(=N/c3ccccn3)NC2=O)cc1 (configuration not stated)	0	-12	i	-1.7	i	1	2	-1	12	5
O=C(O)C1CCCCC1C(=O)Nc1nc(-c2cccs2)cs1 (configuration not stated)	7	5	i	-1.5	i	-3	0	10	2	-2
COc1cccc(C(=O)Cn2c(NCCCO)nc3ccccc32)c1	-4	-6	i	10	i	3	0	1	-4	0
O=C(CS(=O)(=O)c1ccccc1)Nc1ncc([N+](=O)[O-])s1	-2	0	i	-1.7	i	-24	4	4	2	2
Cc1ccc(S(=O)(=O)N(CC(=O)Nc2cccc([N+](=O)[O-])c2)C(=O)N2CCN(C)CC2)cc1	5	-2	i	-2.4	i	-16	0	1	-1	-1
COC(=O)C[C@@H]1OC[C@H](C(C)C)N1S(=O)(=O)c1ccc(C)cc1	3	/	/	-1.3	i	0	/	/	/	/
CC(C)NS(=O)(=O)c1cc(C(=O)O)ccc1Cl	-5	10	i	-2.8	i	-2	-1	-7	-2	6
O=C(CN1CCN(c2ccccn2)CC1)Nc1ccccc1C(=O)Nc1ccccc1	-1	1	i	0.9	i	1	1	-8	-2	-2
O=S(Cc1ccccc1)CC(O)(c1ccc(Cl)cc1)c1ccc(Cl)cc1 (configuration not stated)	2	-10	i	1.8	i	-2	3	-7	-4	-1
Cn1c(=O)c2c(nc(SCC(=O)OCc3ccccc3)n2C)n(C)c1=O	2	-5	i	0.4	i	1	3	9	-3	5
CCOC(=O)N1CCN(C(=O)C(=O)NNC(=O)COc2ccc(Cl)c(C)c2)CC1	1	4	i	-1.4	i	4	2	1	-3	0
CC(=O)OC1OCCOC1NC(=S)NCc1ccco1 (configuration not stated)	-2	-2	i	-0.9	i	5	5	-1	-1	-22
CCc1ccccc1NC(=O)NNC(=O)c1ccc2ccccc2c1O	0	-10	i	0.6	+	1	0	-6	1	-11
Cc1ccc(S(=O)(=O)Nc2nnc(CC(C)(C)C)s2)cc1	0	-2	i	-0.3	i	4	3	2	0	5
CCn1ccnc1C(O)c1ccccc1OC (configuration not stated)	3	-4	i	-0.6	i	-1	4	4	-6	2

For reference, some entries already given.
SMILES	CSN deneddyl inh	Scp-1 inhibitor	Rpn11 block	LMPTP block	Neddyl block	SUMO1 PPI mod	Rin1-Abl PPI inh	NadD block	STEP block	DNMT1 block
Cc1ccc(S(=O)(=O)Nc2nnc(CC(C)(C)C)s2)cc1	0	-2	i	-0.3	i	4	3	2	0	5
CCn1ccnc1C(O)c1ccccc1OC (configuration not stated)	3	-4	i	-0.6	i	-1	4	4	-6	2

Following part
SMILES	CSN deneddyl inh	Scp-1 inhibitor	Rpn11 block	LMPTP block	Neddyl block	SUMO1 PPI mod	Rin1-Abl PPI inh	NadD block	STEP block	DNMT1 block
CC(=O)c1sc(NC(=O)CCCOc2ccccc2C)nc1C	-3	4	i	-0.6	i	-2	-4	-3	-2	3
COc1cc2c(cc1NC(=O)CN1CCN(S(=O)(=O)c3ccc(F)cc3)CC1)oc1ccccc12	-5	6	i	0.9	i	-1	-4	20	2	-4
O=C(CCC(C(=O)c1ccccc1)c1ccccc1)c1ccccc1 (configuration not stated)	-4	/	i	2.8	i	4	-2	-2	0	1
COc1ccc(NC(=O)c2cc(=O)[nH]c3ccccc23)cc1S(=O)(=O)N1CCOCC1	-7	/	i	-0.7	i	-4	-2	5	-1	2
CCN(CC)C(=S)SCc1csc(CC(=O)Nc2ccccc2C)n1	-2	-3	i	1.9	i	15	0	-3	0	-4
Cc1cc(NC(=O)CC(C)C)c(=O)n(Cc2c(F)cccc2Cl)c1	1	-5	i	-1.7	i	-1	2	-2	1	-2

Reprinted at random: 5 entries already listed.
SMILES	CSN deneddyl inh	Scp-1 inhibitor	Rpn11 block	LMPTP block	Neddyl block	SUMO1 PPI mod	Rin1-Abl PPI inh	NadD block	STEP block	DNMT1 block
CCc1ccccc1NC(=O)NNC(=O)c1ccc2ccccc2c1O	0	-10	i	0.6	+	1	0	-6	1	-11
Cc1ccc(S(=O)(=O)Nc2nnc(CC(C)(C)C)s2)cc1	0	-2	i	-0.3	i	4	3	2	0	5
CC1C(=O)N(Cc2cn(Cc3ccco3)nn2)CCS(=O)(=O)N1Cc1ccc(-c2ccc(Cl)cc2)cc1 (configuration not stated)	0	/	i	3.4	i	-1	-4	-1	-2	-10
O=CNC1(c2ccccc2)CCCCC1	-1	4	i	1.0	i	7	1	-1	-2	-4
COc1ccccc1-c1cc(C(=O)N/N=C/c2cccs2)c2ccccc2n1	-2	0	i	1.7	i	-12	-2	14	1	-5
